TRPC4 PAM: positive allosteric modulators of TRPC4, primary screen, cell-based, mouse TRPC4beta, HEK293 mu-opioid, Fluo-4 calcium. DAMGO EC20, Fluo-4 Ca2+ flux; hits give high values. B-score at 10 µM. 310,000 tested, 0.42% active;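 active = B-score of calcium response area above 5 SD of library B-scores, with initial fluorescence ratio within 5 SD of library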;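 also: B-score of integrated fluorescence ratio over time as area under calcium response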
TRPC6 act: mouse TRPC6 channel activators, primary screen, cell-based, HEK293, membrane potential dye | B-score at 10 µM | HEK293-TRPC6 membrane potential dye fluorescence; hits give high values | 310,000 tested, 0.13% active | Short transient receptor potential channel 6 (Mus musculus), Q61143 | AID 2550, 2010;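 active = B-score of the integrated fluorescence ratio above library mean plus 3 SD, and starting fluorescence ratio within library mean plus 5 SD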;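 also: higher score means more depolarization so channel activation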
Target sequence (Q61143 whole entry, looked up): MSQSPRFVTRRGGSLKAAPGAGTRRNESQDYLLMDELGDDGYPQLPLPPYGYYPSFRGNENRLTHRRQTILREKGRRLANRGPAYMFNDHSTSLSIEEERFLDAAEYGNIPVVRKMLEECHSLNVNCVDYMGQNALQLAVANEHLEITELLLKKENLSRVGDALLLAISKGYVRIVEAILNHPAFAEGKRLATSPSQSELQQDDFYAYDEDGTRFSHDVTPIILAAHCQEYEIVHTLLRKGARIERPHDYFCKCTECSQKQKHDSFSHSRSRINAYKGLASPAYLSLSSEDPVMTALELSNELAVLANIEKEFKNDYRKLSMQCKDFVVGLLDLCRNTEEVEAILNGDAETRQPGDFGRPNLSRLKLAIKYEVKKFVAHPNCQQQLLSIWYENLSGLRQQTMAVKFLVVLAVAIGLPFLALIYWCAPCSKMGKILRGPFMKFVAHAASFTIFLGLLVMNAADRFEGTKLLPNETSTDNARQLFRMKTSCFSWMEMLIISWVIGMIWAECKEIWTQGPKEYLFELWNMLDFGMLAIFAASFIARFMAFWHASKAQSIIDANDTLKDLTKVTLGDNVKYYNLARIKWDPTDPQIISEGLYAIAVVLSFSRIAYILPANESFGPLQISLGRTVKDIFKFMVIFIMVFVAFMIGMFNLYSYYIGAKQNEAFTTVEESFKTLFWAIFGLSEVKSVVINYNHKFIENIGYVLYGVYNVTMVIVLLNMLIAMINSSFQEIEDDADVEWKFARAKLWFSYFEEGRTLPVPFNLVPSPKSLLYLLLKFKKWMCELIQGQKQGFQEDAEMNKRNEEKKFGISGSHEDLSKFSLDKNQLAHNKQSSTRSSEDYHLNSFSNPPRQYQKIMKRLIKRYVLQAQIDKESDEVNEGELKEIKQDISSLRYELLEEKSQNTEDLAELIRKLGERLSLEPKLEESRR
TRPC4 agonist: activators of mouse TRPC4 channel, primary screen, Fluo4 calcium, HEK293 TRPC4beta/mu-opioid cells. AID 2237, 2010. Short transient receptor potential channel 4 (Mus musculus), Q9QUQ5. 310,000 tested, 0.49% active. B-score at 10 µM. Fluo4 calcium fluorescence; hits give high values;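 active = B-score above 5 SD of library B-scores, and initial fluorescence ratio not above library mean plus 5 SD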;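 also: positive B-score marks a calcium rise read as TRPC4 activation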
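Incubation: 45 min room-temperature Fluo4 loading, 110 s read / System: HEK293 cells stably co-expressing mouse TRPC4beta and mu-opioid receptor / Signal: Fluo4 fluorescence, kinetic / Control set: buffer (low) and maximal DAMGO (high) / Measure: integrated baseline-normalised fluorescence ratio, converted to per-well B score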
TRPC4 block: inhibitors of mouse TRPC4 channel, primary screen, Fluo4 calcium, HEK293 TRPC4beta/mu-opioid cells | DAMGO-evoked Fluo4 calcium flux; hits give low values | B-score at 10 µM | 300,000 tested, 0.39% active;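 active = B-score over 3 SD under the library average, no early fluorescence shift, positive overall ratio signal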
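Material: HEK293 cells with stable TRPC4beta plus mu-opioid receptor expression; probe or stimulus: DAMGO in two steps, submaximal then maximal; technique: Fluo4 calcium fluorescence by kinetic imaging, 5 s 1 Hz baseline; measure: integrated fluorescence ratio relative to baseline, converted to per-well B score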
TMEM16A act: TMEM16A chloride channel activators or potentiators, primary screen, cell-based, HTS | Anoctamin-1 (Mus musculus), Q8BHY3 | HEK293 TMEM16A/YFP-H148Q/I152L, iodide quench fluorescence; hits give low values | B-score at 10 µM | 340,000 tested, 0.3% active | AID 623877, 2012;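 active = fluorescence-ratio B-score plate-corrected deviation score at least 3 library SD below zero, with starting fluorescence score within 5 deviations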;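 also: channel opened by trigger with iodide after compound preincubation; score built on the fluorescence ratio of max minus min over baseline; more negative score means more quench and so TMEM16A activation or potentiation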
MrgX1 antagonist: antagonists of human MrgX1 receptor, primary screen, HEK293 cells, Fluo-4 calcium flux | BAM8-22 antagonism; hits give low values | B-score at 10 µM | 310,000 tested, 1.3% active | AID 588676, 2011;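 active = calcium-response B-score plate-corrected more than 3 library SD below zero, starting fluorescence within 5 deviations, no agonist response on first addition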;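 also: peak minus trough fluorescence over baseline after final BAM8-22 challenge near maximal dose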
ANO1 block: TMEM16A chloride channel inhibitors, primary screen, cell-based, HTS; Anoctamin-1 (Mus musculus), Q8BHY3; HEK293 TMEM16A/YFP iodide influx fluorescence, ionomycin; normalized B-score (activity score, 25-100; higher = stronger inhibition) at 10 µM; 310,000 tested, 1.2% active;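 active = ratio plate-corrected score three or more library SD toward inhibition, starting fluorescence score within five deviations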;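 also: score derived from kinetic fluorescence span divided by baseline fluorescence per well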
MrgX1 ag: agonists of human MrgX1 receptor, primary screen, HEK293 cells, Fluo-4 calcium flux; Mas-related G-protein coupled receptor member X1 (Homo sapiens), Q96LB2; Fluo-4 calcium fluorescence, agonist mode; hits give high values; B-score at 10 µM; 310,000 tested, 0.44% active;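 active = calcium response B-score plate-corrected fluorescence ratio at least 3 library SD, with starting fluorescence B-score inside 5 SD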
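Test system: HEK293 cells stably expressing human MrgX1 receptor; Input: fifteen thousand cells per well; Dosing: compound delivered in addition one of three; Schedule: overnight seeding, then 1 h dark dye loading; Technique: Fluo-4 NW calcium fluorescence; Measure: B-scored fluorescence response ratio; Controls: positive and negative controls per plate.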
TRPC6 inh: mouse TRPC6 channel inhibitors, primary screen, cell-based, HEK293, membrane potential dye | Short transient receptor potential channel 6 (Mus musculus), Q61143 | ACh-evoked depolarization; hits give low values | B-score at 10 µM | 310,000 tested, 1.1% active | AID 2553, 2010;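 active = B-score under library mean minus 3 SD, initial fluorescence not abnormally high, positive integrated signal ratio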;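 also: B-score derived from integrated fluorescence ratio over the kinetic read; more negative B-score means stronger inhibition of depolarization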
MrgX1 allo act: positive allosteric modulators of MrgX1, primary screen, HEK293 cells, Fluo-4 calcium flux. FDSS; hits give high values. 310,000 tested, 0.63% active. Mas-related G-protein coupled receptor member X1 (Homo sapiens), Q96LB2. B-score at 10 µM;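 active = plate-corrected calcium response at least 3 library SD above typical, normal starting fluorescence, not activating the receptor alone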;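 also: compound read alongside a low EC10 to EC30 dose of BAM8-22 agonist; peak minus trough fluorescence over baseline measured at the second addition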
SKKanGAS inh: S. pyogenes SKKanGAS growth inhibitors in kanamycin, primary screen, streptokinase expression inhibitor project, SKKanGAS strain, BacTiter-Glo luminescence. 6 h. inhibition, % at 7.5 µM. 300,000 tested, 1.3% active. AID 1662, 2009;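 active = mean replicate score, as percent of positive control median, at least 50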;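 also: strain carries kanamycin resistance gene driven by streptokinase promoter and grows in 40 µg/ml kanamycin; loss of luminescence reflects streptokinase promoter inhibition or plain growth inhibition; 0% = median of DMSO wells and 100% = positive control at its reference dose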
The depositor's hits bear a star; i = inactive; nt = no result given. Hits appear at their usual frequency; 6.7% or so of the library scored in one or more.

Compound | TRPC4 PAM | TRPC6 act | TRPC4 agonist | TRPC4 block | TMEM16A act | MrgX1 antagonist | ANO1 block | MrgX1 ag | TRPC6 inh | MrgX1 allo act | SKKanGAS inh
Cc1ccc(S(=O)(=O)N2CCC[C@H]2C(=O)OC(C)C(=O)Nc2ncc(Cl)cc2Cl)cc1 (some centres undefined) | i | i | i | i | i | i | i | i | i | i | -3
Cc1nc2ccc(NC(=O)COc3ccccc3C)cc2s1 | i | i | i | i | i | i | i | i | i | i | 0
CN(C)C(=O)c1ccc2c3c(cccc13)CC2 | i | i | i | i | i | i | i | i | i | i | 5
CC(C(=O)NC1=NCCS1)N1C(=O)C2CC=CCC2C1=O (centres undefined) | i | i | i | i | i | i | i | i | i | i | 0
O=C(CCS(=O)(=O)c1ccccc1Cl)Nc1ccc(S(=O)(=O)Nc2ncccn2)cc1 | i | i | i | i | i | i | i | i | i | i | -1
O=C(NN1CCN(Cc2ccccc2)CC1)c1ccc(N2CCOCC2)c([N+](=O)[O-])c1 | i | i | i | i | i | i | i | i | i | i | -4
FC(F)(F)c1ccc(NC(=S)NCc2ccccc2)cc1 | i | i | i | i | i | i | i | i | i | i | 32
O=c1[nH]nc(-c2ccccc2)cc1-c1ccccc1 | i | i | i | i | i | i | i | i | i | i | -4
Cc1ccc(-c2cc(=O)c3ccccc3[nH]2)cc1 | i | i | i | i | i | i | i | i | i | i | 5
CCC(C)(C)NC(=O)C(c1ccc(O)cc1)N(Cc1ccco1)C(=O)CCC(=O)Nc1ccccn1 (centres undefined) | i | i | i | i | i | i | i | i | i | i | -4
O=C(CN1C(=O)c2ccccc2C1=O)N1CCN(S(=O)(=O)c2ccccc2)CC1 | i | i | i | i | i | i | i | i | i | i | -5
Cc1ccc(NC(=O)NNC(=O)C2CCN(Cc3ccc(F)cc3Cl)CC2)cc1 | i | i | i | i | i | i | i | i | i | i | -4
Cc1ccc(S(=O)(=O)N(CC(=O)Nc2ccc(F)cc2)C(=O)N2CCN(C)CC2)cc1 | i | i | i | i | i | i | i | i | i | i | -1
COc1ccccc1NC(=O)COc1ccc2ccccc2c1 | i | i | i | i | i | i | i | i | i | i | 36
COc1ccccc1-c1nnc(SCC(=O)Nc2ccc(Cl)cc2Cl)o1 | i | i | i | i | i | i | i | i | i | i | 14
Cc1ccc2[nH]c(C(=O)N3CCN(C=O)CC3)cc2c1 | i | i | i | i | i | i | i | i | i | i | -5
Brc1cc(Br)c2nc(-c3cccs3)ccc2c1 | i | i | i | i | i | i | i | i | i | i | 11
COc1ccc(CCNc2nc(-c3ccc(NC(C)=O)cc3)cs2)cc1OC | i | i | i | i | i | i | i | i | i | i | 3
Cc1cc(Cl)c2oc(C(=O)NCCN3CCOC3=O)c(C)c2c1 | i | i | i | i | i | i | i | i | i | i | 0
O=C(NC(=O)N1CCCCC1)c1ccccc1 | i | i | i | i | i | i | i | i | i | i | -2
CCN(CC(=O)Nc1cc(C)c(Cl)cc1OC)CC(=O)NC1CCS(=O)(=O)C1 (centres undefined) | i | i | i | i | i | i | i | i | i | i | 3
O=S(=O)(c1cccs1)N1CN(Cc2ccccc2)c2nc3ccccc3nc21 | i | i | i | i | i | i | i | i | i | i | 36
Cc1ccccc1NC(=O)Cc1nc(CCl)cs1 | i | i | i | i | i | -5.4* | i | i | i | i | -8
O=C(O)c1nn(CCOc2cccc(Br)c2)c(=O)c2ccccc12 | i | i | i | i | i | i | i | i | i | i | -6
CC(CNC(=O)c1ccc(OC2CCN(Cc3ccccn3)CC2)cc1)c1ccccc1 (centres undefined) | i | i | i | i | i | i | i | i | i | i | 6
Cc1nc(-c2cccc(S(=O)(=O)N3CCCCC3)c2)cs1 | i | i | i | i | i | i | i | i | i | i | -4
Cc1c(NC(=O)NC(C)N2C(=O)C3C4C=CC(C4)C3C2=O)c(=O)n(-c2ccccc2)n1C (centres undefined) | i | i | i | i | i | i | i | i | i | i | -1
CN(Cc1ccc(F)cc1)C(=O)c1cccc(S(=O)(=O)NCc2ccccc2)c1 | i | i | i | i | i | i | i | i | i | i | 4
O=[N+]([O-])c1ccccc1-c1ccc(CN2CCN(c3ccccc3)CC2)o1 | i | i | i | i | i | i | i | i | i | i | 11
COc1ccc(NC(=O)Oc2cc(C)ccc2C(C)C)cc1 | i | i | i | i | i | i | i | i | i | i | -4
CCOC(=O)C1(Cc2cccc(F)c2)CCN(C(=O)c2cscn2)CC1 | i | i | i | i | i | i | i | i | i | i | 4
c1ccc(CSc2nnc(-c3sccc3-n3cccc3)o2)cc1 | i | i | i | i | i | i | i | i | i | i | 18
Cc1cccc2c1-c1sc(C(=O)NCCCN3CCC(C)CC3)cc1CO2 | i | i | i | i | i | i | i | i | i | i | 5
Cn1cc(C(=O)O)c(-c2ccc3c(c2)OCCCO3)n1 | i | i | i | i | i | i | i | i | i | i | -4
CCC(C)NC(=O)c1ccc(COc2ccccc2Cl)cc1 (centres undefined) | i | i | i | i | i | i | i | i | i | i | -5
CCN(CC(=O)NCCCn1ccnc1)S(=O)(=O)c1ccc(C)cc1 | i | i | i | i | i | i | i | i | i | i | 0
COc1ccc(C(C)=O)cc1CSc1nnc(Nc2ccccc2)s1 | i | i | i | i | i | i | i | i | i | i | -6
Cc1cccc(NC(=O)/C(C#N)=C/c2cccc([N+](=O)[O-])c2)n1 | i | i | i | i | i | i | i | i | i | i | 0
O=[N+]([O-])c1ccc(N2N=C(c3ccco3)CC2c2ccccc2)cc1 (centres undefined) | i | i | i | i | i | i | i | i | i | i | 19
CCOC(=O)N1CCN(S(=O)(=O)c2c(C)nc3scc(C)n3c2=O)CC1 | i | i | i | i | i | i | i | i | i | i | 9
O=C(/C=C/c1ccccc1F)N1CCN(c2ccccn2)CC1 | i | i | i | i | i | i | i | i | i | i | 2
Cc1ccccc1N(CC(=O)NCC1CCCO1)C(=O)C1(C)CC(=O)N=C2C=CC=CN21 (centres undefined) | i | i | i | i | i | i | i | i | i | i | -4
CN(C)S(=O)(=O)N(CC(=O)Nc1ccc(F)c(F)c1)c1ccccc1 | i | i | i | i | i | -6.1* | i | i | i | i | -2
Cc1cc(C)n(C(=O)c2ccc(Cn3nc(C)c(Br)c3C)o2)n1 | i | i | i | i | i | i | i | i | i | i | 0
CCC(C)(C)n1nnnc1C(c1ccc(OC)c(OC)c1)N1CCN(c2ccc(OC)cc2)CC1 (centres undefined) | i | i | i | i | i | i | i | i | i | i | 0
O=C(COC(=O)c1ccc2ccccc2n1)Nc1ncc(C(F)(F)F)cc1Cl | i | i | i | i | i | i | i | i | i | i | 2
CCCC(NC(=O)CCl)c1ccccc1 (centres undefined) | i | i | i | i | i | i | i | i | i | i | -7
CC(C)C(C)NC(=O)COc1ccc(S(=O)(=O)N2CCOCC2)cc1[N+](=O)[O-] (centres undefined) | i | i | i | i | i | i | i | i | i | i | 0
CC1CCCCC1NC(=O)c1ccc(NS(=O)(=O)c2ccc3[nH]c(=O)[nH]c3c2)cc1 (centres undefined) | i | i | i | i | i | i | i | i | i | i | -6
C#CCOc1ccc(Br)cc1/C=N/O | i | i | i | i | i | i | i | i | i | i | 6
CC(C)(C)CN1CCNC(=O)C1CC(=O)NCCN1CCCc2ccccc21 (centres undefined) | i | i | i | i | i | i | i | i | i | i | 9
CC1CCCCN1C(=O)COC(=O)CNC(=O)c1ccc(Cl)cc1Cl (centres undefined) | i | i | i | i | i | i | i | i | i | i | -4
O=C1NC2(CCCCCC2)N=C1c1ccc(F)cc1 | i | i | i | i | i | i | i | i | i | i | -6
CCCn1c(=O)n(CC(=O)NCC2CCCO2)c(=O)c2c3c(sc21)COC(C)(C)C3 (centres undefined) | i | i | i | i | i | i | i | i | i | i | -4
COc1ccc(Oc2cnn(-c3ccccc3)c(=O)c2Br)cc1 | i | i | i | i | i | i | i | i | i | i | 1
O=C(O)c1c(-c2ccc(Cl)cc2)cn2ccccc12 | i | i | i | i | i | i | i | i | i | i | nt

Remaining list, next part
Compound | TRPC4 PAM | TRPC6 act | TRPC4 agonist | TRPC4 block | TMEM16A act | MrgX1 antagonist | ANO1 block | MrgX1 ag | TRPC6 inh | MrgX1 allo act | SKKanGAS inh
Cc1cc(C(=O)NC2CCCc3ccccc32)c(C)o1 (centres undefined) | i | i | i | i | i | i | i | i | i | i | 1
CC(C)N1C(=O)C2(OCCCO2)c2cc(Br)ccc21 | i | i | i | i | i | i | i | i | i | i | 0
COc1cc2c(cc1OC)CN(c1ccc3ccccc3n1)CC2 | i | i | i | i | i | i | i | i | i | i | 3
CCc1cc2c(=O)c(Oc3ccccc3F)c(C)oc2c(CN(C)C)c1O | i | i | i | i | i | i | i | i | i | i | 32
Cc1ccc(NC(=S)N2CCN(C(=O)c3ccccc3)CC2)c(C)c1 | i | i | i | i | i | i | i | i | i | i | -6
Cc1ccc(C)c(OCC(=O)O/N=C(\N)c2cccnc2)c1 | i | i | i | i | i | i | i | i | i | i | -7
O=C(c1cc(COc2cccc3cnccc23)on1)N1CCCC(CCCO)C1 (centres undefined) | i | i | i | i | i | i | 25* | i | i | i | -5
CCOC(=O)c1c(C)nc2c(c1-c1ccccc1)C(=O)CC(C)(C)C2 | i | i | i | i | i | i | i | i | i | i | -5
O=c1c2nnn(Cc3ccc(Cl)cc3)c2ncn1Cc1ccc(F)cc1 | i | i | i | i | i | i | i | i | i | i | -1
